MITF primary: human MITF inhibition, primary screen. 0.91% of 650,000 active. AlphaScreen MITF homodimerization, bead proximity signal. AID 1259374. inhibition, % at 2.6 µM; in the data active = inhibition above about 50%;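 also: 0% = vehicle wells with protein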
Target sequence (O75030 whole entry, looked up): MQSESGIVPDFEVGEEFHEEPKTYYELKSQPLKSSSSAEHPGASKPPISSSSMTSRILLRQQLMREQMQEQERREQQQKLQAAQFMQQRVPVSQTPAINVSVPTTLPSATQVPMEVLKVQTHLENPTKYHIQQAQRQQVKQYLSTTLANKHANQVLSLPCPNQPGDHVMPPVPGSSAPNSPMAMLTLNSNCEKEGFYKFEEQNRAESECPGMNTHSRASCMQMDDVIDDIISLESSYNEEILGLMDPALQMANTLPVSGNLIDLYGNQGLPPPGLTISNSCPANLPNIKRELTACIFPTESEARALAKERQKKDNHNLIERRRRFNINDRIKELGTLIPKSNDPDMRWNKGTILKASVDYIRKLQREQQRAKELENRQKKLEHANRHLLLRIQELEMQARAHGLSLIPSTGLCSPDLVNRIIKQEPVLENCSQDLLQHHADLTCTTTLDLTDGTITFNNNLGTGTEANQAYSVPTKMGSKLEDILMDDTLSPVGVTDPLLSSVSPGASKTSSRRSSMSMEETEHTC
GPR151 activ: activates the human receptor GPR151. Q8TDV0. PathHunter beta-arrestin GPR151 cells, luminescence. activation, % at 11.2 µM. 1% of 650,000 active. AID 1508602; in the data active = activation above about 4.9%;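 also: 0% = median of compound wells and 100% = cells with positive control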
Target sequence (Q8TDV0 whole entry, looked up): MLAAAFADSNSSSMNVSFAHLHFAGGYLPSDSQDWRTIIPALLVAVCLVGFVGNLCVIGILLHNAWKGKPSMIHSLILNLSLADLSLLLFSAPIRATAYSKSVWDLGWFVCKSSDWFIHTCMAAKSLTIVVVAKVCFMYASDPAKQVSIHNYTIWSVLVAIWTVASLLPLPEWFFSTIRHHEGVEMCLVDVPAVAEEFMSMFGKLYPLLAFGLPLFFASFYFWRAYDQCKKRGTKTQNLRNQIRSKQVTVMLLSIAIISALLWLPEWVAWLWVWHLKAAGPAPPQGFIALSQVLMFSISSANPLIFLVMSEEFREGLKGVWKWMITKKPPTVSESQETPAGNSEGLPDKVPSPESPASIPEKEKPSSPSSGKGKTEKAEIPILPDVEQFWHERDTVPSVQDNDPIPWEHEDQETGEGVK
FBW7 act: human FBW7 E3 ligase activation, primary screen; Q969H0; AlphaScreen FBW7–phospho-cyclin E peptide binding, activator screen; normalized activity (activation), % at 26.1 µM; 0.13% of 650,000 active; in the data active = normalized activity above about 1.9%;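 also: purified mutant Fbw7 with reduced substrate affinity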
TEAD-YAP block: TEAD-YAP interaction inhibition; HEK-TIYL cells, TEAD-Gal4/YAP UAS-luciferase luminescence; inhibition, % at 9.12 µM; 1.4% of 640,000 active; AID 1259422; in the data active = inhibition above about 32%;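 also: 0% = median of test compound wells and 100% = reference inhibitor wells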
* hit, by the source's call. Rows are unselected; overall some 3.4% were active at least once.

SMILES	MITF primary	GPR151 activ	FBW7 act	TEAD-YAP block
COc1ccc(OC)c(C2C3=C(CC(C)(C)CC3=O)Nc3ncnn32)c1 (centres undefined)	9	-0.7	0.1	6
COc1cc(C(=O)NC(=S)Nc2cccnc2)cc(OC)c1OC	7	-0.1	0.7	9
CC1(C)CC(C)(O)N(CCc2ccc(F)cc2)C(=S)N1 (centres undefined)	-14	-0.9	-0.1	-18
COc1ccccc1CNc1ncc(-c2ccccc2)n1C	26	0.4	-0.3	-19
COc1ccc(C2=NN(C(=O)CCCC(=O)O)C(c3cccc([N+](=O)[O-])c3)C2)cc1OC (centres undefined)	15	0.6	0.1	-5
CCCCOCCCNC(=O)c1ccc(SC)c([N+](=O)[O-])c1	15	2.3	0.0	-4
COc1ccc(NC(=O)Cc2nnc(SCc3nc4ccccc4c(=O)[nH]3)n2C)cc1	20	1.0	0.2	2
CCc1ccc(CN2CCN(S(=O)(=O)c3ccc4ccccc4c3)CC2)cc1	39	1.0	0.1	0
C(=C\c1ccccc1)/CN1CCc2nnc(C3CCCO3)n2CC1 (centres undefined)	-16	0.0	0.0	-8
COc1ccc(C(=O)Nc2sc3c(c2C#N)CCC(C)C3)cc1 (centres undefined)	1	0.3	-0.1	-3
O=C(CN1CCN(C2CCCCC2)CC1)Nc1ccccc1N1CCCCC1	-10	-0.1	0.0	-23
CCOc1ccc(Nc2nc(C)c([N+](=O)[O-])c(N3CCCCC3)n2)cc1	26	-1.0	-0.6	-4
CC(C)N(C)Cc1nnnn1CC(=O)N1CCC(N2CCSCC2)CC1	1	-0.6	-0.3	-3
Cc1c(CNCc2ccccc2)c(C(=O)O)c(C)n1Cc1ccccc1	18	0.2	0.1	-6
COC(=O)C1=C(C)NC(C)=C(C(=O)OC)C1c1cscn1	0	-1.1	-0.2	-2
CCOC(=O)c1[nH]c(CSc2nnnn2C)c(C(=O)OCC)c1C	13	-0.9	0.0	2
COc1cc(/C=C2\C(=O)N(c3ccc([N+](=O)[O-])cc3)N=C2C)cc(Br)c1O	11	-1.0	-0.2	10
Cc1nn(-c2ccccc2)c(C)c1C(=O)OCC(N)=O	-4	-1.5	-0.1	-5
O=C(NCc1nc2ccccc2[nH]1)c1cccc(Cl)n1	0	0.7	0.0	8
Cc1ccc(NC(=O)c2cccc([N+](=O)[O-])c2)c(C(=O)c2ccccc2)c1	5	2.3	0.3	-12
CCOc1cccc(CN(CC)Cc2ccccc2)c1O	-21	0.5	0.0	-6
COc1cc(/C=c2\sc3nc(-c4ccc(F)cc4)nn3c2=O)ccc1OC(C)=O	2	0.9	-0.1	4
Cc1nnc(NS(=O)(=O)c2c(C(C)C)cc(C(C)C)cc2C(C)C)s1	6	0.6	0.0	12
Cc1ccc(NC(=O)/C(=C/c2cccc([N+](=O)[O-])c2)NC(=O)c2ccc(F)cc2Cl)cc1Cl	-112	-0.6	-0.2	-7
COc1ccc(-n2nc3c(c2NC(=O)COc2ccc(Cl)cc2Cl)CSC3)cc1	12	1.3	0.2	2
CC(=O)Oc1ccc(C2Nc3c(C(=O)O)ccc([N+](=O)[O-])c3C3C=CCC32)cc1 (centres undefined)	19	-1.2	-0.7	-2
CC(C)c1ccccc1OCC(=O)NN1C(=O)c2ccccc2C1=O	8	-0.4	-0.2	34*
Cc1ccc(S(=O)(=O)N2CCC3(CC2)OCCN3S(=O)(=O)c2ccccc2)cc1	13	1.1	-0.1	1
O=C1OC(c2cccc(Br)c2)=N/C1=C\c1ccccc1Cl	6	-1.6	0.0	3
NNC(=O)CSc1nnc(Nc2ccccc2)n1-c1ccccc1	-4	-0.3	0.3	2
Cc1ccc2nc(NCCNS(=O)(=O)c3cccc4ccccc34)c(C#N)cc2c1	-32	-0.2	0.0	1
Cc1ccc(S(=O)(=O)N2CCN(c3ccc(F)cc3[N+](=O)[O-])CC2)cc1	19	1.0	-0.3	6
COc1cccc(NC(=O)c2ccc(F)c(S(=O)(=O)N(C)Cc3ccccc3)c2)c1	-6	2.3	0.0	-4
Cc1sc2c(c1C)c(=O)n(-c1ccccc1)c(=O)n2Cc1cc(=O)n2ccccc2n1	-2	-0.4	0.1	9
CC(C)(C)c1ccc(Oc2c(C(F)(F)F)oc3cc(O)ccc3c2=O)cc1	-1	1.3	0.3	88*
O=C(CN1CCC(c2nc3ccccc3[nH]2)CC1)Nc1nccs1	10	-0.2	0.1	7
CC(C)CCNC(=O)C1CC(=O)N(C2CCCCC2)C1 (centres undefined)	10	-0.3	0.1	2
CCOC(=O)C1=CN(Cc2ccc(OC)cc2)C=C(C(=O)OCC)C1c1ccccc1Br	6	2.3	0.1	5
Cc1ccc(-c2ccc(NC(=O)/C=C/C(=O)O)cc2)o1	18	-0.5	0.0	-40
Cc1cc(C)n(-c2nc3c(c(=O)[nH]c(=O)n3C)n2CCc2ccccc2)n1	-6	1.0	-0.1	4
Cc1ccc(O)c(C2=NCCNC(C(F)(F)C(F)F)=C2)c1	12	-1.1	-0.1	4
O=c1cc(C(F)(F)F)oc2ccc([N+](=O)[O-])cc12	-10	-0.1	0.0	6
CN(C)c1ccc(Nc2ncnc3c2c(-c2ccccc2)cn3-c2ccc(F)cc2)cc1	-5	0.1	-0.2	-5
CCOc1cc(C(=O)NC2CCCC2)cc(OCC)c1OCC	16	-1.0	0.0	0
Cc1cnc(N2CCN(c3ccccn3)CC2)nc1NCCO	-8	-0.7	-0.1	4
Cc1ccc(N(C(C)C(=O)O)S(=O)(=O)c2c(C)[nH]c(=O)[nH]c2=O)cc1 (centres undefined)	1	-0.4	-0.1	-3
NC(=O)c1cc(NC(=O)/C=C\C(=O)O)ccc1N1CCOCC1	2	-0.3	-0.1	8
Cc1ccc(S(=O)(=O)N(C)c2ccc(OCC(=O)Nc3ccccc3CO)cc2)cc1	-9	-0.2	0.0	1
C=CCN(CC(=O)NCc1ccc2c(c1)OCO2)C(=O)c1csnn1	5	0.2	-0.1	-3
Cc1ccc(-n2c(C)c(C)n3c4c(=O)n(CC(N)=O)c(=O)n(C)c4nc23)cc1	10	0.0	0.0	6
COc1ccc(Nc2nc(-c3ccc(Cl)c(Cl)c3)cs2)cc1	-4	-0.1	-0.2	-62
O=C(Nc1ccc(F)cc1)/C(=C\c1ccc2c(c1)OCO2)NC(=O)c1ccccc1Br	-9	2.3	-0.1	0
CCCCc1ccc(C(=O)NC(C(=O)O)C(C)C)cc1 (centres undefined)	-4	-0.5	0.0	-5
O=C(NC1CC1)c1ccnc(Nc2cnccn2)c1	13	0.5	0.1	4
CS(=O)(=O)NCC(c1ccco1)S(=O)(=O)c1ccccc1 (centres undefined)	-13	2.3	0.6	-8
Fc1ccccc1CSc1ccc(-c2ccncc2)nn1	-5	0.5	-0.4	-21
Cc1ccc(N2C(=O)c3ccc(C(=O)OCC(C)C)cc3C2=O)cc1Cl	6	0.5	0.2	6
O=C(NCc1ccccc1)NC1(C(=O)Nc2ccc3c(c2)OCCO3)CCCCC1	28	-1.8	0.9	8
Cc1cc(C)c(C2=NON3N(C(=O)c4cc(Cl)cc(Cl)c4)c4ccccc4N23)c(C)c1	3	-0.5	0.1	9
O=C(O)CSc1nc2ccccc2n1CC(=O)N1CCCC1	25	-0.2	0.1	18

Carrying on:
SMILES	MITF primary	GPR151 activ	FBW7 act	TEAD-YAP block
C=CCNC(=O)C(=O)Nc1nc(-c2ccccc2)cs1	11	-0.7	0.0	-28
CC(=O)Oc1ccc(/C=C2\C=C(c3ccc(C)cc3)OC2=O)cc1	3	2.0	0.0	-2
O=C(O)c1ccccc1C(=O)OCCn1c(=O)c2cc3c(=O)n(CCOC(=O)c4ccccc4C(=O)O)c(=O)c3cc2c1=O	1	-0.2	0.0	10
Cc1onc(-c2ccccc2Cl)c1C(=O)N1CCN(c2ccc([N+](=O)[O-])cc2Cl)CC1	15	0.0	0.8	-1
CO[C@H]1[C@H](NC(=O)c2ccncc2)c2ccccc2C12CCN(C(=O)c1ccco1)CC2	-9	-0.8	-0.2	-16
COc1ccc(C(N)=O)cc1N1C(=O)CC(NCc2ccc(F)cc2)C1=O (centres undefined)	1	-1.1	0.2	-4
CCN(CC)c1ccc(/C=N/N2C(=O)C3C4C=CC(C5CC45)C3C2=O)cc1 (centres undefined)	5	-0.2	-0.1	11
COc1ccc(-c2nc3ccccc3c(=O)n2NC(=O)c2ccccc2F)cc1OC	2	-0.5	-0.1	-8
Cc1ccc(-c2noc(CNS(=O)(=O)c3ccc(F)cc3)n2)cc1	-14	0.3	0.0	5
COC(=O)c1cc(C(=O)OC)cc(-n2c(C)cc(C(=O)CSc3nnc4cc(C)c5ccccc5n34)c2C)c1	-9	2.5	-0.1	1
O=C(Cc1c(C(=O)O)[nH]c2ccc(Cl)cc12)Nc1ccc2c(c1)OCCO2	-12	-1.4	0.0	-3
O=C(CSc1n[nH]c(-c2ccccc2)n1)N1CCOCC1	-10	-1.2	-0.1	-20
C=CCn1c(SCC(N)=O)nnc1-c1ccc(OCc2ccccc2)cc1	10	-0.1	0.0	5
N/C(=N\OC(=O)Oc1ccccc1)c1ccncc1	2	1.1	0.0	-3
O=C(NC1CCCc2ccccc21)c1ccc2c(c1)NC(=O)C(CSCc1ccc(F)cc1)N2 (centres undefined)	20	-0.6	0.2	-6
CCNC(=O)CCCNS(=O)(=O)c1ccc(C(C)=O)cc1	4	0.6	0.0	6
O=C(C1CCCCC1)N1CCN(S(=O)(=O)c2ccc(F)cc2)CC1	21	1.7	0.2	-1
CCc1nn(C(CC)C(=O)NCc2ccc(F)cc2)c(=O)c2cc3occc3n12 (centres undefined)	5	-0.6	-0.4	-6
Cc1ccc(N2CCN(S(=O)(=O)c3ccc4c(c3)CCC(=O)N4)CC2C)cc1 (centres undefined)	-4	0.5	-0.1	-2
CCOc1ccccc1C(=O)Nc1cc(NC(=O)c2ccccc2OCC)cc(C(=O)O)c1	-1	-0.4	0.1	-6

7 neighbouring records from above, quoted:
SMILES	MITF primary	GPR151 activ	FBW7 act	TEAD-YAP block
C=CCNC(=O)C(=O)Nc1nc(-c2ccccc2)cs1	11	-0.7	0.0	-28
CC(=O)Oc1ccc(/C=C2\C=C(c3ccc(C)cc3)OC2=O)cc1	3	2.0	0.0	-2
O=C(O)c1ccccc1C(=O)OCCn1c(=O)c2cc3c(=O)n(CCOC(=O)c4ccccc4C(=O)O)c(=O)c3cc2c1=O	1	-0.2	0.0	10
Cc1onc(-c2ccccc2Cl)c1C(=O)N1CCN(c2ccc([N+](=O)[O-])cc2Cl)CC1	15	0.0	0.8	-1
CO[C@H]1[C@H](NC(=O)c2ccncc2)c2ccccc2C12CCN(C(=O)c1ccco1)CC2	-9	-0.8	-0.2	-16
COc1ccc(C(N)=O)cc1N1C(=O)CC(NCc2ccc(F)cc2)C1=O (centres undefined)	1	-1.1	0.2	-4
CCN(CC)c1ccc(/C=N/N2C(=O)C3C4C=CC(C5CC45)C3C2=O)cc1 (centres undefined)	5	-0.2	-0.1	11

(further entries)
SMILES	MITF primary	GPR151 activ	FBW7 act	TEAD-YAP block
COC(=O)c1c(OCc2cccnc2)cc(=O)n2c1CCN(C(=O)CCC(C)C)CC2	-1	1.5	0.0	-5
CCOC(=O)c1cccc(NC(=O)c2ccc(Cl)cc2Cl)c1	9	0.9	0.0	-32
Cc1cccc(C(=O)NC(C)c2nnc(SCC(=O)Nc3ncc(C)s3)n2C)c1 (centres undefined)	15	-1.3	0.5	-2
CCCn1c(C)cc(C(=O)CSc2nnc(-c3ccccc3)o2)c1C	15	-0.4	0.0	7
Cn1c(SCC(=O)Nc2cc(Cl)ccc2O)nnc1-c1ccccc1	7	0.7	0.1	16
O=c1oc(-c2ccccc2)nc2ccc(Cc3ccc4nc(-c5ccccc5)oc(=O)c4c3)cc12	6	0.7	-0.1	10
CCN1C(=O)/C(=C\c2ccc(C=O)cc2)SC1=S	18	-0.4	0.3	-2
Nc1nc(-c2cccnc2)nn1C(=O)c1ccc(Cl)cc1	4	-1.1	0.5	-11
Cc1ccccc1CNCc1cc(NS(C)(=O)=O)cc(C(=O)Nc2ccccc2)c1	10	0.4	0.3	6
O=C(c1cccc2c1OCCCO2)N1CCSCC1	-7	-0.7	0.0	3
COc1ccc(/C=C/C(=O)NC(=S)Nc2ccc(C(C)=O)cc2)cc1	9	-0.2	0.6	-3
Cc1ccccc1N1CCN(c2cc(C)c(C#N)c3nc4ccccc4n23)CC1	-2	0.0	0.1	4
O=C(NCC1CCC2(CCN(Cc3ccccc3)CC2)O1)c1ccco1 (centres undefined)	4	0.9	-0.2	5
COc1ccccc1NC(=O)C1=C(C)NC(=O)NC1c1ccc(-c2ccccc2)cc1 (centres undefined)	-14	-0.5	-0.2	11
COC(=O)c1c(N2C(=O)C=CC2=O)sc2c1CCCC2	10	0.0	0.0	19
COCc1cccc(-c2cncc(-c3ccccc3N(C)C)n2)c1	-1	0.5	0.1	3
CC(C)OC(=O)CSc1nc(C(C)C)nc2ccccc12	5	-0.7	0.0	-2
COc1ccc(-c2nnc(C3CCCN(C(=O)C4CCCC4)C3)s2)cc1 (centres undefined)	-8	0.0	-0.3	-32
Cc1ccc(CNC(=O)c2cc(=O)[nH]c3ccc(S(=O)(=O)N4CCCCC4)cc23)cc1	12	-0.8	0.0	-3
Cc1sc2ncn(CC(=O)NCC(=O)N(C)Cc3ccccc3)c(=O)c2c1C	6	-1.4	0.1	3

Assay outcomes deposited in PubChem BioAssay by The Scripps Research Institute Molecular Screening Center.
